Screening data deposited in PubChem BioAssay by several laboratories.
RSV antiviral HEp-2: RSV antiviral activity via CPE protection, HEp-2 cells, primary 10 µM value included (AID 2391); HEp-2 cells, RSV-induced CPE inhibition; higher % means a stronger effect; CPE inhibition, % at 10 µM; hits with a dose series show IC50 in µM; 310,000 compounds, 0.13% hits; in the data active means a potency from the dose series; inconclusive means CPE inhibition mostly from about 23% at the one dose, without a potency; inactive means the rest, 99 in 100 with CPE inhibition below about 21%; further: strong numbers were not always called active
TNAP activators: human TNAP enzyme activators, primary screen, biochemical, luminescent, no phosphate acceptor, uHTS (AID 1001); 200,000 compounds, 0.03% hits; purified TNAP, luminescent activation assay, no phosphate acceptor; higher activation fold means a stronger effect; one-dose activation fold at 20 µM; EC50 in µM for titrated hits; in the data active means activation fold from about 3, or a potency from the dose series; inactive means the rest, 99 in 100 with activation fold below about 1.6; further: many of its hits are not listed in these tables
T cell HTS: T cell immune modulators affecting CD8 T cell-vesicle binding. 2C CD8+ T cell-vesicle binding, flow cytometry; hits give low values. calls only at 7 µM. 330,000 compounds, 0.068% hits. AID 2052;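 active means response, share of CD8 T cells binding vesicles, and their 90th percentile fluorescence all below set limits, cut at about 80% in these data, passing the limit was not always enough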
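material = purified 2C TCR transgenic mouse naive CD8+ T cells | controls = Unloaded micro-vesicles (low), QL9 vesicles with 0.7% DMSO (high) | detection = cytometric PE anti-B7-1 and Alexa647 anti-CD8 signals after 1% paraformaldehyde fixation | incubation = binding step 1.5 h, 37 °C, antibody labelling 20 min, ice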
K1F lysis inhibition: inhibition of K1F phage lysis, E. coli UTI89, bacterial capsule biogenesis inhibitors, alamar blue (AID 488966) | E. coli UTI89 K1F phage lysis, alamar blue, 2 h; higher % means a stronger effect | inhibition, % at 100 µM; hits with a dose series show IC50 in µM | 340,000 compounds, 0.02% hits;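 active means phage lysis inhibition, versus mean bacterial control, above a set limit; inconclusive means no clear call, values can overlap the other calls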;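 further: capsule biogenesis inhibitors block K1F phage lysis so surviving cells raise fluorescence; higher fluorescence means more inhibition of phage lysis; actives were called in the ten point dose series up to 300 µM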
M17LAP inhibition: P. falciparum M17LAP inhibitors, primary screen, biochemical, fluorogenic H-Leu-NHMec substrate, 1536-well (AID 1619) | 220,000 compounds, 0.38% hits | one-dose inhibition, % at 30 µM; IC50 in µM for titrated hits | recombinant M17LAP, H-Leu-NHMec fluorogenic kinetic assay; higher % means a stronger effect;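 active means compound inhibiting the enzyme by more than half at any dose during confirmatory dose-response retesting; inconclusive means strong single-dose inhibitors picked by rank but not retested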;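 further: plate controls were full reaction with DMSO carrier for no effect and no enzyme background for full effect; strong numbers were not always called active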
PMI inhibitors: inhibitors of human PMI, primary screen, biochemical, fluorescence intensity, coupled assay (AID 1209). purified PMI enzyme, coupled fluorescence intensity; higher % means a stronger effect. inhibition, % at 20 µM, or IC50 in µM where a hit was titrated. 190,000 compounds, 0.42% hits;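 further: plate controls were DMSO vehicle for no effect and wells lacking substrate for full effect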
West Nile virus CPE: inhibition of WNV-induced cytopathic effect – cell-based, CPE readout (AID 1621); 290,000 compounds, 0.02% hits; CPE inhibition, % at 10 µM; hits with a dose series show IC50 in µM; West Nile virus-infected cells, CPE inhibition; higher % means a stronger effect; in the data active means a potency from the dose series; inconclusive means CPE inhibition mostly from about 3.7% at the one dose, without a potency; inactive means the rest, 99 in 100 with CPE inhibition below about 2.2%; further: strong numbers were not always called active
PMI inhibition: human PMI inhibitors, high substrate, primary screen, biochemical, fluorescence intensity, high mannose 6-phosphate (AID 1220); 190,000 compounds, 0.66% hits; one-dose inhibition, % at 20 µM; IC50 in µM for titrated hits; recombinant PMI enzyme, coupled fluorescence intensity; higher % means a stronger effect
P. falciparum M1AAP: malaria alanyl aminopeptidase activity blockers – biochemical, fluorogenic H-Leu-NHMec substrate, 1536-well (AID 1445); 220,000 compounds, 0.42% hits; recombinant M1AAP, H-Leu-NHMec fluorogenic kinetic assay; higher % means a stronger effect; one-dose inhibition, % at 30 µM; IC50 in µM for titrated hits;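 active means primary inhibition above the hit cutoff, then over 50% inhibition at one or more dose response concentrations, cut at about 23% in these data, passing the limit was not always enough; inconclusive means conflicting primary data, or primary hits not chosen for dose response; inactive means low primary inhibition, or under 50% at every dose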;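 further: plate controls were DMSO full reaction for no effect and no enzyme background for full effect; strong numbers were not always called active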
T cell HTS vesicle-bound %: second read-out of T cell HTS, no call of its own (marks repeat the call); double positive events, %; measured here: CD8+ vesicle-bound cell fraction;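 binding gate set so that unloaded-vesicle control wells show 10% double positive cells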
An asterisk follows results filed as active; [ ] = another dose, or the depositor's remark. Unless noted, no stated cut-off is given here; in the data, active means inhibition above about 50%; inactive means the rest.

What do the screens show for `COc1cccc(N=Nc2c(N)[nH]n3c(=O)cc(-c4ccccc4)nc23)c1`?
RSV antiviral HEp-2: 9.4%; TNAP activators: 0.9; T cell HTS: inactive; K1F lysis inhibition: 2.5%[50 µM]; M17LAP inhibition: -0.2%; PMI inhibitors: 8.4%; West Nile virus CPE: 0.0%; PMI inhibition: 0.5%; P. falciparum M1AAP: -3.0%; T cell HTS vesicle-bound %: 49.7

How did CCN(CC1CCCN(CCc2cccc(OC)c2)C1)C(=O)c1ccoc1C (stereo not drawn) do in these assays?
RSV antiviral HEp-2: 0.7%; T cell HTS: inactive; K1F lysis inhibition: 0.2%; West Nile virus CPE: -0.8%; T cell HTS vesicle-bound %: 59.7

What do the screens show for `Cc1oc2cc([N+](=O)[O-])c(O)c([N+](=O)[O-])c2c1C(=O)c1ccc(Cl)cc1`?
RSV antiviral HEp-2: 10.8%; T cell HTS: inactive; K1F lysis inhibition: -0.4%; M17LAP inhibition: 9.6%; West Nile virus CPE: -0.1%; P. falciparum M1AAP: 16.5%; T cell HTS vesicle-bound %: 28.0

How did CCCN1CCN(CC(=O)Nc2nnc(CC)s2)CC1 do in these assays?
RSV antiviral HEp-2: -0.2%; T cell HTS: inactive; K1F lysis inhibition: -2.6%; West Nile virus CPE: -0.4%; T cell HTS vesicle-bound %: 61.0

How did COc1ccc(Nc2cc(Nc3ccc(OC)cc3)ncn2)cc1 do in these assays?
RSV antiviral HEp-2: -0.1%; T cell HTS: inactive; K1F lysis inhibition: -0.2%; West Nile virus CPE: 0.0%; T cell HTS vesicle-bound %: 15.8

What do the screens show for `Cc1cc(=O)n2nc(N3CCC(C(=O)NCc4ccccc4F)CC3)sc2n1`?
RSV antiviral HEp-2: -0.7%; T cell HTS: inactive; K1F lysis inhibition: 0.2%; West Nile virus CPE: -0.5%; T cell HTS vesicle-bound %: 21.1

Results for Cc1ccnc(NC(=O)C(C)n2cc([N+](=O)[O-])cn2)c1 (stereo not drawn) ?
RSV antiviral HEp-2: -0.7%; TNAP activators: 1; T cell HTS: inactive; K1F lysis inhibition: 0.2%; M17LAP inhibition: 5.4%; PMI inhibitors: -20.9%; West Nile virus CPE: -0.2%; PMI inhibition: -10.1%; P. falciparum M1AAP: 10.8%; T cell HTS vesicle-bound %: 17.5

How did COc1ccc(N=NC2=C(O)CC(C)(C)CC2=O)c(OC)c1 do in these assays?
RSV antiviral HEp-2: 1.2%; TNAP activators: 0.7; T cell HTS: inactive; K1F lysis inhibition: -0.2%; M17LAP inhibition: 32.8%; PMI inhibitors: -3.5%; West Nile virus CPE: -0.9%; PMI inhibition: -6.1%; P. falciparum M1AAP: 15.3%; T cell HTS vesicle-bound %: 23.7

What do the screens show for `Cc1cc(C)c2ccc3c(C)c(C)n(C)c3c2n1`?
RSV antiviral HEp-2: 4.7%; TNAP activators: 1.2; T cell HTS: inactive; K1F lysis inhibition: 0.7%; M17LAP inhibition: -1.0%; PMI inhibitors: -0.8%; West Nile virus CPE: 0.4%; PMI inhibition: 2.4%; P. falciparum M1AAP: 9.4%; T cell HTS vesicle-bound %: 12.0

How did O=C(CSc1nnc2scc(-c3ccccc3)n12)N1CCN(Cc2ccccc2)CC1 do in these assays?
RSV antiviral HEp-2: -0.2%; TNAP activators: 1.1; K1F lysis inhibition: -0.7%; M17LAP inhibition: 5.8%; PMI inhibitors: -16.9%; West Nile virus CPE: -0.7%; PMI inhibition: -30.8%; P. falciparum M1AAP: -1.8%

How did COc1ccccc1-c1cc(-c2ccccc2)nc(SC(C(N)=O)c2ccccc2)c1C#N (stereo not drawn) do in these assays?
RSV antiviral HEp-2: 5.5%; TNAP activators: 1.1; T cell HTS: inactive; K1F lysis inhibition: 4.5%; M17LAP inhibition: 0.7%; PMI inhibitors: -3.2%; West Nile virus CPE: inconclusive; PMI inhibition: -4.2%; P. falciparum M1AAP: -1.2%; T cell HTS vesicle-bound %: 22.2

How did CC(C)(CCO)NC(=S)NC1CC2C=CC1C2 (stereo not drawn) do in these assays?
RSV antiviral HEp-2: 0.9%; T cell HTS: inactive; K1F lysis inhibition: 0.2%; M17LAP inhibition: -2.0%; West Nile virus CPE: 0.2%; P. falciparum M1AAP: -0.1%; T cell HTS vesicle-bound %: 38.2

What do the screens show for `O=C(CN1CCN(Cc2ccccc2)CC1)N/N=C/c1ccccc1F`?
RSV antiviral HEp-2: 0.8%; T cell HTS: inactive; M17LAP inhibition: 8.6%; West Nile virus CPE: -0.4%; P. falciparum M1AAP: -3.4%; T cell HTS vesicle-bound %: 48.9

Results for N=c1c(S(=O)(=O)c2ccc(Cl)cc2)cc2c(=O)n3ccccc3nc2n1CCc1ccccc1 ?
RSV antiviral HEp-2: 0.8%; T cell HTS: inactive; K1F lysis inhibition: -0.1%; West Nile virus CPE: inconclusive; T cell HTS vesicle-bound %: 11.8

How did CCOC(=O)/C(C#N)=C/c1c(N2CCN(C)CC2)nc2c(C)cccn2c1=O do in these assays?
RSV antiviral HEp-2: 1.4%; T cell HTS: inactive; K1F lysis inhibition: 2.2%[50 µM]; West Nile virus CPE: -0.8%; T cell HTS vesicle-bound %: 12.8

How did COC(=O)c1cc(C(=O)c2ccc(Cl)cc2Cl)cn1C do in these assays?
RSV antiviral HEp-2: -1.4%; TNAP activators: 1.1; T cell HTS: inactive; K1F lysis inhibition: 1.6%; M17LAP inhibition: -6.7%; PMI inhibitors: -0.3%; West Nile virus CPE: 0.1%; PMI inhibition: -1.6%; P. falciparum M1AAP: -2.7%; T cell HTS vesicle-bound %: 26.4

What do the screens show for `COc1ccc(CCN(C(=S)Nc2ccccc2)C2CC(=O)N(c3ccccc3)C2=O)cc1` (stereo not drawn)?
RSV antiviral HEp-2: 12.9%; TNAP activators: 1.1; T cell HTS: inactive; K1F lysis inhibition: 2.6%[50 µM]; M17LAP inhibition: 8.0%; PMI inhibitors: 6.4%; West Nile virus CPE: -0.2%; PMI inhibition: 0.8%; P. falciparum M1AAP: 6.8%; T cell HTS vesicle-bound %: 31.9

How did O=c1cc(Cn2ccnc2)c2cc3c(cc2o1)CCC3 do in these assays?
RSV antiviral HEp-2: -0.2%; TNAP activators: 1.1; T cell HTS: inactive; K1F lysis inhibition: -0.1%; M17LAP inhibition: -9.1%; PMI inhibitors: -1.7%; West Nile virus CPE: -0.6%; PMI inhibition: 5.0%; P. falciparum M1AAP: -3.9%; T cell HTS vesicle-bound %: 22.8

What do the screens show for `COc1ccc(OC)c(C2=NO[C@@](CC(=O)O)(C(=O)Nc3ccc4c(c3)OCCO4)C2)c1`?
RSV antiviral HEp-2: 2.0%; T cell HTS: inactive; K1F lysis inhibition: 0.4%; West Nile virus CPE: 0.4%; T cell HTS vesicle-bound %: 53.1

Results for O=C(CCNC(=O)C1CCN(S(=O)(=O)c2ccccc2)CC1)NCc1ccccn1 ?
RSV antiviral HEp-2: 0.1%; T cell HTS: inactive; K1F lysis inhibition: 0.4%; West Nile virus CPE: 0.5%; T cell HTS vesicle-bound %: 42.5

Results for CC1CC(=O)Nc2ccccc2N1S(=O)(=O)c1ccc(Cl)cc1 (stereo not drawn) ?
RSV antiviral HEp-2: 1.1%; T cell HTS: inactive; K1F lysis inhibition: -0.2%; M17LAP inhibition: 9.1%; West Nile virus CPE: 0.0%; P. falciparum M1AAP: 2.4%; T cell HTS vesicle-bound %: 35.5

How did C=CCn1c(CCNC(=O)c2cccs2)nnc1SCC(=O)Nc1cccc(F)c1 do in these assays?
RSV antiviral HEp-2: 0.0%; TNAP activators: 1.1; T cell HTS: inactive; K1F lysis inhibition: 5.7%; M17LAP inhibition: 9.9%; PMI inhibitors: -1.7%; West Nile virus CPE: -0.4%; PMI inhibition: -8.1%; P. falciparum M1AAP: 3.1%; T cell HTS vesicle-bound %: 8.3

What do the screens show for `Nc1nnc(SCCCOc2ccc(F)cc2)s1`?
RSV antiviral HEp-2: 0.9%; T cell HTS: inactive; K1F lysis inhibition: 0.0%; West Nile virus CPE: 0.1%; T cell HTS vesicle-bound %: 68.1

How did Cc1nn(CC(=O)OCC(=O)NC(C)c2ccccc2)c(C)c1[N+](=O)[O-] (stereo not drawn) do in these assays?
RSV antiviral HEp-2: 2.3%; TNAP activators: 1.1; T cell HTS: inactive; K1F lysis inhibition: 0.1%; M17LAP inhibition: 14.9%; PMI inhibitors: -6.4%; West Nile virus CPE: -0.4%; PMI inhibition: -2.6%; P. falciparum M1AAP: 1.5%; T cell HTS vesicle-bound %: 59.1

Results for Cc1ccc(NCC(=O)c2ccc([N+](=O)[O-])cc2)cc1 ?
RSV antiviral HEp-2: 3.0%; TNAP activators: 0.9; T cell HTS: inactive; K1F lysis inhibition: -0.1%; M17LAP inhibition: 6.0%; PMI inhibitors: -45.3%; West Nile virus CPE: 0.8%; PMI inhibition: -93.7%; P. falciparum M1AAP: 7.6%; T cell HTS vesicle-bound %: 48.0

How did COc1cc(NC(C(=O)Nc2cccc(C(C)=O)c2)c2ccccc2)cc(OC)c1OC (stereo not drawn) do in these assays?
RSV antiviral HEp-2: 3.2%; TNAP activators: 1.2; T cell HTS: inactive; K1F lysis inhibition: -0.4%; M17LAP inhibition: 4.7%; PMI inhibitors: 16.5%; West Nile virus CPE: 1.7%; PMI inhibition: 11.6%; P. falciparum M1AAP: 9.8%; T cell HTS vesicle-bound %: 5.8

What do the screens show for `CN(C)C(=O)CSc1nnc(CCNC(=O)OC(C)(C)C)o1`?
RSV antiviral HEp-2: 0.0%; TNAP activators: 1.1; T cell HTS: inactive; K1F lysis inhibition: 1.1%; M17LAP inhibition: 10.0%; PMI inhibitors: -13.2%; West Nile virus CPE: 0.4%; PMI inhibition: -5.7%; P. falciparum M1AAP: 8.1%; T cell HTS vesicle-bound %: 44.1

What do the screens show for `CN1CCN(c2oc(-c3ccccc3)nc2S(=O)(=O)c2ccc(Br)cc2)CC1`?
RSV antiviral HEp-2: -0.6%; T cell HTS: inactive; K1F lysis inhibition: 0.2%; West Nile virus CPE: -1.2%; T cell HTS vesicle-bound %: 28.4

How did COc1cc(/C=N/NC(=O)CCn2nnc3ccccc32)ccc1O do in these assays?
RSV antiviral HEp-2: 0.2%; TNAP activators: 1.1; T cell HTS: inactive; K1F lysis inhibition: 0.5%; M17LAP inhibition: 10.8%; PMI inhibitors: 7.4%; West Nile virus CPE: 0.0%; PMI inhibition: 4.9%; P. falciparum M1AAP: 6.2%; T cell HTS vesicle-bound %: 47.2
